Compound activity (PubChem BioAssay)
TNAP activators = human TNAP enzyme activators, primary screen, biochemical, luminescent, no phosphate acceptor, uHTS (AID 1001). actives 0.03% (n = 200,000). activation fold at 20 µM, or EC50 in µM where a hit was titrated. purified TNAP, luminescent activation assay, no phosphate acceptor; higher activation fold means a stronger effect; in the data active = activation fold from about 3, or a potency from the dose series; inactive = the rest, 99 in 100 with activation fold below about 1.6; note: many of its hits are not listed in these tables
Siah-1 displacement = blockers of Siah-1 interaction with plectin peptide – biochemical, fluorescence polarization, rhodamine-plectin, uHTS, primary screen (AID 1817); actives 0.02% (n = 290,000); Siah-1 / rhodamine-plectin peptide fluorescence polarization; higher % means a stronger effect; one-dose displacement, % at 20 µM; IC50 in µM for titrated hits;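 active = displacement of at least 50% at 20 µM, with a fluorescence ratio check between 0.3 and a set limit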;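 note: plate controls were Siah plus tracer with DMSO for no effect and tracer alone without Siah for full effect; strong numbers were not always called active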
Myeloid diff 2 = promotes myeloid progenitor differentiation; ER-HoxA9 myeloid progenitors, lysozyme-GFP differentiation, flow cytometry; calls only at 10 µM; actives 1% (n = 360,000); AID 624256;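 active = normalized GFP-positive differentiation at or above the plate's own cutoff, the solvent-only control mean plus 3 SD; inconclusive = no clear call, values can overlap the other calls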;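 note: cells exposed to compound for four days before flow analysis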
PhoP inhibition = inhibitors of PhoP regulon expression, primary screen, Salmonella Typhimurium, GFP reporter (AID 1863); S. Typhimurium PhoP-regulated promoter GFP reporter, 4 h; higher % means a stronger effect; inhibition, % at 50 µM; hits with a dose series show IC50 in µM; actives 0.16% (n = 300,000);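 active = inhibition over 29.93%, a cutoff 3 SD above the screen mean, later confirmed by dose response; inconclusive = inhibition over 29.93% but no dose response follow-up; inactive = inhibition at most 29.93% or unconfirmed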;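 note: 0% = low Mg2+ inducing control and 100% = high Mg2+ repressing control; strong numbers were not always called active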
RSV CPE inhibition = RSV antiviral activity via CPE protection, HEp-2 cells, primary 10 µM value included (AID 2391) | HEp-2 cells, RSV-induced CPE inhibition; higher % means a stronger effect | CPE inhibition, % at 10 µM, or IC50 in µM where a hit was titrated | actives 0.13% (n = 310,000); in the data active = a potency from the dose series; inconclusive = CPE inhibition mostly from about 23% at the one dose, without a potency; inactive = the rest, 99 in 100 with CPE inhibition below about 21%; note: strong numbers were not always called active
WT yeast gro inh = growth inhibition of WT yeast, mitochondrial fusion screen; mitochondrial fusion phenotypic screen, WT strain; inhibition, % at 10 µM; actives 2.1% (n = 190,000); AID 1362; in the data active = inhibition above about 58%; tested in S. cerevisiae
PMI inhibitors = inhibitors of human PMI, primary screen, biochemical, fluorescence intensity, coupled assay (AID 1209); actives 0.42% (n = 190,000); purified PMI enzyme, coupled fluorescence intensity; higher % means a stronger effect; inhibition, % at 20 µM, or IC50 in µM where a hit was titrated;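 note: plate controls were DMSO vehicle for no effect and wells lacking substrate for full effect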
XIAP displacement = XIAP antagonists, biochemical, IAP family, fluorescence polarization (AID 1018). XIAP BIR domain, fluorescence polarization peptide displacement; higher % means a stronger effect. displacement, % at 20 µM, or IC50 in µM where a hit was titrated. actives 0.007% (n = 200,000); in the data active = displacement above about 50%; note: a part of the inactive calls stands beside numbers as strong as those of hits
PMI inhibition = human PMI inhibitors, high substrate, primary screen, biochemical, fluorescence intensity, high mannose 6-phosphate (AID 1220); inhibition, % at 20 µM; hits with a dose series show IC50 in µM; actives 0.66% (n = 190,000); recombinant PMI enzyme, coupled fluorescence intensity; higher % means a stronger effect
WT yeast gro inh mutant strain = further read-out of WT yeast gro inh, marked with its call; inhibition, %; mitochondrial fusion phenotypic screen, mutant strain inhibition
Myeloid diff 2 GFP+ MAC1+ % = recorded beside Myeloid diff 2, whose call it bears; GFP+ MAC1+ double positive, %; measured here: differentiation confirmed by MAC1 staining
* hit, by the source's call; i = inactive; ? = inconclusive; / = no result given. Cut-off read from the data, not from the text of the source, unless noted: active = inhibition above about 50%; inactive = the rest.

SMILES | TNAP activators | Siah-1 displacement | Myeloid diff 2 | Myeloid diff 2 GFP+ MAC1+ % | PhoP inhibition | RSV CPE inhibition | WT yeast gro inh | WT yeast gro inh mutant strain | PMI inhibitors | XIAP displacement | PMI inhibition
Cc1ccc2nc(Cl)c(CNCc3ccccc3)cc2c1 | 1 | -2% | i | 0.2 | -2% | -0.3% | -13 | 11 | 1% | -3.7% | 9%
COc1ccc(-c2nnc(SCC(=O)Nc3ncc(C(F)(F)F)cc3Cl)n2CC(C)C)cc1 | 1.1 | 8% | i | 0.5 | -15% | 2.7% | 5 | 0 | 16% | -5.8% | -7%
Cn1c(=NC(=O)COc2ccccc2)sc2cccc(F)c21 | / | -2% | i | 0.3 | 3% | -0.4% | / | / | / | / | /
CC(C)CNC(=O)c1cc(-c2ccc3c(c2)OCO3)on1 | / | 5% | i | 0.4 | 4% | 3.3% | / | / | / | / | /
Cc1ccc(NC(=O)NNC(=O)COc2ccc([N+](=O)[O-])cc2)cc1C | / | -5% | i | 4.3 | -1% | 4.0% | / | / | / | / | /
CCOc1cc(C2C3=C(CC(C)(C)CC3=O)N(CCOC)C3=C2C(=O)CC(C)(C)C3)ccc1O | / | 1% | i | 0.1 | -5% | 1.7% | / | / | / | / | /
CCNC(=O)NC(=O)CN(C)c1ccccc1 | 1.1 | 0% | i | 0.5 | -6% | 1.7% | -25 | -23 | -12% | -8.4% | -5%
Cc1ccc(SCCCCN2CCOCC2)cc1 | / | 2% | i | 0.7 | -5% | -1.0% | / | / | / | / | /
CCS(=O)(=O)N1Cc2ccccc2CC1C(=O)Nc1ccccc1OC (stereo unspecified) | / | -3% | i | 1.0 | -3% | 1.1% | / | / | / | / | /
Cc1cc(NC(=O)c2ccc3c(c2)OCO3)ccc1NC(=O)c1ccccc1 | / | 0% | i | 1.7 | 0% | 2.2% | / | / | / | / | /

Next section, overlapping the part above by three compounds.
SMILES | TNAP activators | Siah-1 displacement | Myeloid diff 2 | Myeloid diff 2 GFP+ MAC1+ % | PhoP inhibition | RSV CPE inhibition | WT yeast gro inh | WT yeast gro inh mutant strain | PMI inhibitors | XIAP displacement | PMI inhibition
Cc1ccc(SCCCCN2CCOCC2)cc1 | / | 2% | i | 0.7 | -5% | -1.0% | / | / | / | / | /
CCS(=O)(=O)N1Cc2ccccc2CC1C(=O)Nc1ccccc1OC (stereo unspecified) | / | -3% | i | 1.0 | -3% | 1.1% | / | / | / | / | /
Cc1cc(NC(=O)c2ccc3c(c2)OCO3)ccc1NC(=O)c1ccccc1 | / | 0% | i | 1.7 | 0% | 2.2% | / | / | / | / | /
Cc1ccc(C(c2nnnn2C2CCCC2)N2CCc3ccccc32)cc1 (stereo unspecified) | 1 | 5% | i | 1.2 | 1% | 4.9% | 12 | -2 | -6% | -5.6% | 0%
CCOC(=O)c1ccccc1NC(=O)Cn1c(-c2nonc2N)nc2ccccc21 | 1 | 3% | i | 0.6 | -11% | -0.9% | 14 | -1 | 6% | -7.1% | 2%
Cc1ccc(N=N/C(=C\O)C(=O)c2ccncc2)cc1 | 1.1 | 0% | i | 1.2 | 1% | 0.3% | -1 | -5 | 2% | -4.0% | 3%
O=C(NCCc1ccc(Cl)cc1)Nc1ccc(F)cc1 | 1 | -2% | i | 0.6 | -1% | 5.2% | -8 | 10 | -1% | 0.8% | -5%
Brc1ccccc1OCCCN1CCOCC1 | 1.1 | 10% | i | 0.5 | 10% | -0.2% | 3 | 2 | 8% | -4.7% | 3%
Cc1ccc(S(=O)(=O)Nc2ccc3c(c2)nc2n3CCN(Cc3ccccc3)C2)cc1 | 1.1 | -1% | i | 9.0 | 9% | 9.3% | 2 | -1 | -54% | -13% | -117%
O=C(Nc1ncc2c(n1)CC(c1ccc(Cl)cc1)CC2=O)c1ccco1 (stereo unspecified) | / | -2% | i | 0.4 | 3% | 3.6% | / | / | / | / | /
COC(=O)/C(=C1/Oc2cc3c(cc2S1)OCO3)C(F)(F)F | 1.1 | 4% | i | 4.3 | -2% | -1.6% | -8 | 4 | 2% | -4.8% | 5%
CCOc1cccc(C(=O)Nc2nccs2)c1 | 1.1 | 6% | i | 0.0 | -3% | 1.0% | 11 | 12 | -6% | 1.4% | 2%
CCCn1nc(C(=O)OCC(=O)NC(C)c2ccccc2)c2ccccc2c1=O (stereo unspecified) | 1.1 | 5% | i | 0.3 | 1% | 0.2% | -9 | 20 | -8% | 12% | -7%
CCOC(=O)c1nc2nc(C)cc(=O)n2[nH]1 | 1.1 | -3% | i | 1.1 | -20% | 1.0% | 9 | 1 | -8% | 1.6% | -9%
CC1CCN(C(=O)CCc2nnc3ccc(NCc4ccco4)nn23)CC1 | / | 2% | ? | / | -3% | 2.3% | / | / | / | / | /
CCOC(=O)c1c(NC2OC(=O)c3c2ccc(OC)c3OC)sc(C(=O)OC(C)(C)C)c1C (stereo unspecified) | 1 | 1% | i | 0.4 | 13% | 11% | 25 | -8 | 8% | -15% | 9%
Cc1cc(C)nc(NS(=O)(=O)c2ccc(NC(=O)CCCN3C(=O)c4ccccc4C3=O)cc2)n1 | 1.1 | 4% | i | 0.6 | 4% | 1.7% | 8 | 4 | 0% | -5.7% | 2%
Cc1ccc(Nc2ccccc2)nn1 | / | 0% | i | 0.6 | -5% | -2.8% | / | / | / | / | /
COc1ccc(C(=O)CSc2ccccc2C(=O)O)cc1 | 1.1 | 8% | i | 0.2 | 6% | 1.4% | -4 | 0 | -43% | -1.8% | -24%
CC1(C)C(c2cccs2)=NC(c2ccccc2)N1O (stereo unspecified) | 1.1 | 0% | i | 5.2 | 1% | 1.1% | 8 | 26 | -22% | -2.1% | -5%
COc1ccc(CNCC(O)(c2ccc(Cl)cc2)c2ccc(Cl)cc2)cc1 | 1.1 | 2% | i | 1.0 | 1% | 12% | -5 | 10 | 7% | 3.8% | 0%
N#C/C(=C/c1ccc([N+](=O)[O-])cc1)C(=O)Nc1ccccc1O | 1.1 | 11% | i | 0.6 | 12% | 1.7% | 12 | -2 | 14% | -5.8% | 19%
CSc1cc(-c2ccc(Cl)cc2)[nH]c(=O)c1C#N | 1.1 | 17% | i | 0.1 | -5% | 0.9% | 4 | 8 | -6% | -4.8% | -3%

Looked up above:
Entry of Cc1cc(C)nc(NS(=O)(=O)c2ccc(NC(=O)CCCN3C(=O)c4ccccc4C3=O)cc2)n1 in Siah-1 displacement: 4%
Entry of CCOC(=O)c1nc2nc(C)cc(=O)n2[nH]1 in Siah-1 displacement: -3%
Entry of CCOC(=O)c1c(NC2OC(=O)c3c2ccc(OC)c3OC)sc(C(=O)OC(C)(C)C)c1C (stereo unspecified) in TNAP activators: 1

Later entries.
SMILES | TNAP activators | Siah-1 displacement | Myeloid diff 2 | Myeloid diff 2 GFP+ MAC1+ % | PhoP inhibition | RSV CPE inhibition | WT yeast gro inh | WT yeast gro inh mutant strain | PMI inhibitors | XIAP displacement | PMI inhibition
CCOc1ccc(NC2OC(C)C(O)C(O)C2O)c([N+](=O)[O-])c1 (stereo unspecified) | 0.9 | -5% | i | 0.0 | 5% | 1.6% | 5 | -7 | -17% | -8.1% | -18%
Cc1ccc2c(c1)nc(NCCCO)n2C | 1 | 4% | i | 0.7 | -8% | 2.4% | 28 | 37 | 5% | -0.4% | 7%
CCOC(=O)C1CCCN(C2=NC(=O)/C(=C/c3ccc(O)c(OC)c3)S2)C1 (stereo unspecified) | / | 3% | i | 0.7 | 12% | 1.1% | / | / | / | / | /
O=C(COc1ccc2ccccc2c1)NNC(=O)Cc1cccc2ccccc12 | 1 | 2% | i | 1.1 | 0% | 0.1% | 18 | 7 | -2% | -20% | 2%
CC(=O)Nc1ccc(N(C(=O)c2ccco2)C(C(=O)NC2CCCC2)c2ccc(N3CCOCC3)cc2)cc1 (stereo unspecified) | 1 | -3% | i | 0.1 | -4% | 0.9% | 17 | 9 | 12% | -9.3% | 10%
CC1CCC2C(=O)N(c3ccc(S(=O)(=O)c4ccccc4)cc3)C(=O)C2C1 (stereo unspecified) | 1.1 | 5% | i | 0.5 | 4% | 2.0% | -3 | -3 | 7% | -4.4% | 15%
CC(=O)c1ccc(N(CC(=O)NCc2ccc3c(c2)OCO3)C(=O)c2csnn2)cc1 | / | 6% | i | 3.6 | -1% | 0.6% | / | / | / | / | /
COc1cc(NS(=O)(=O)c2ccc(F)cc2)c(OC)cc1NC(=O)C1CC1 | 1.1 | 1% | / | / | -5% | / | 7 | -40 | 15% | -6.7% | 42%
COc1ccc(/C=C/C(=O)OCC(=O)N2CC(=O)Nc3ccccc32)cc1 | 1.1 | 0% | i | 0.5 | -16% | 5.3% | -1 | 13 | 16% | -7.2% | 7%
C=CCSc1nnc(-c2ccc(Cl)cc2Cl)o1 | 1 | 1% | i | 3.8 | 18% | 8.5% | 5 | 9 | 3% | / | -6%
COc1ccc(/C=N/NC(=O)Cn2cnc3c2c(=O)n(C)c(=O)n3C)cc1 | / | 12% | i | 0.6 | 4% | 1.2% | / | / | / | / | /
CC(=O)c1ccc(NC(=O)/C(=C\c2ccccc2)NC(=O)c2ccco2)cc1 | 1.1 | -8% | i | 0.0 | -6% | -0.7% | -16 | 0 | -8% | -12% | -1%
NS(=O)(=O)c1ccc(CCNC(=O)c2cnccn2)cc1 | / | 0% | i | 0.6 | 11% | 0.1% | / | / | / | / | /
Cc1cc2nc(SCCOC(=O)Nc3cccc(Cl)c3)nc(C)c2cc1C | 1 | -1% | i | 0.4 | -3% | 48% | 11 | -11 | 13% | -4.9% | 13%
NC(=O)C1CCN(CC(=O)NCc2ccccc2)CC1 | 1.1 | 2% | i | 0.7 | 8% | 1.2% | -13 | 1 | 4% | -8.7% | 7%
CCCc1cc(=O)c2ccc(OC/C(C)=N/O)cc2o1 | / | 3% | i | 0.4 | -6% | 0.8% | / | / | / | / | /
Cc1c(OC(C)C(=O)NC2CC(C)(C)NC(C)(C)C2)ccc2c3c(c(=O)oc12)CCC3 (stereo unspecified) | / | 2% | i | 0.0 | -6% | -1.6% | / | / | / | / | /
COC(=O)c1ccccc1NC(=O)c1ccccc1N(C)S(=O)(=O)c1ccccc1 | 1.1 | 5% | i | 0.9 | -1% | 3.0% | 2 | -13 | 1% | -2.3% | 4%
Cc1cccc(-n2cnc3c(c2=O)c2nc4ccccc4nc2n3Cc2ccco2)c1 | 1 | 15% | i | 0.0 | / | 3.0% | / | / | 8% | 2.8% | -10%
Cc1ccc(-c2cc(-c3ccccc3)c(C#N)c(Br)n2)cc1 | 1 | 11% | i | 0.6 | -29% | 17% | -18 | -5 | -8% | -3.9% | -11%
Cc1ccccc1NC(=S)NC(NC(=O)c1ccco1)C(Cl)(Cl)Cl (stereo unspecified) | 1 | -5% | i | 1.5 | -14% | 6.6% | -7 | -9 | 6% | -7.3% | 1%
COc1ccccc1/C=N/NC(=O)C(=O)Nc1ccccc1OC(F)(F)C(F)F | 1.1 | -1% | i | 0.4 | -6% | 0.9% | 5 | 10 | 11% | -5.4% | 10%
CS(=O)(=O)N(Cc1ccc(Cl)cc1)c1ccc(C(=O)NCc2ccccn2)cc1 | / | -3% | i | 0.6 | -3% | -0.4% | / | / | / | / | /

The order is random (roughly 3.1% active in at least one column).
